Screening results (PubChem)
Bim-Bcl-XL: human Bim-Bcl-XL interaction inhibition. inhibition, % at 10 µM. Bim peptide-Bcl-XL binding, bead flow cytometry, fluorescence. 190,000 tested, 0.04% active
Target sequence (Q07817 whole entry, looked up): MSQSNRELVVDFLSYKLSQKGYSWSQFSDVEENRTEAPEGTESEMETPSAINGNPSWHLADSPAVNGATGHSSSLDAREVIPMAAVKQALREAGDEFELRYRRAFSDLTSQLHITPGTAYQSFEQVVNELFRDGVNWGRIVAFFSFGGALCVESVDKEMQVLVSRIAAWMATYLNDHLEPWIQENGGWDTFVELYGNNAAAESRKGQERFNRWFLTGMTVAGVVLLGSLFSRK
HRas wt GTP bind: modulators of GTP binding to human HRas wildtype | GTP binding activity, % at 10 µM | GST-Ras wt beads, Bodipy-FL-GTP binding, flow cytometry; actives lie on both sides | P01112 | 190,000 tested, 0.14% active;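 active = GTP binding activity at least 20% away from the 100% baseline, either lowered as inhibitor or raised as activator; inconclusive = flagged as likely green fluorescent, judged across all proteins in the well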;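 note: 0% = unlabeled GTP competition control and 100% = no-compound control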
Target sequence (P01112 whole entry, looked up): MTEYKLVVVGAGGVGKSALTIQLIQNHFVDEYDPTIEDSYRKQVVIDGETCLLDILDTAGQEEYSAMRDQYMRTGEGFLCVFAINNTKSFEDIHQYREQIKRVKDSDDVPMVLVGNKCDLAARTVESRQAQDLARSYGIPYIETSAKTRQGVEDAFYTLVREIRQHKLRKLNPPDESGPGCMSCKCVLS
Rac1 wt GTP bind: modulators of human Rac1 wildtype GTP binding; AID 757; P63000; GST-Rac1 beads, fluorescent GTP binding, flow cytometry; actives lie on both sides; 0 = cold GTP competed, 100 = untreated; 190,000 tested, 0.27% active; GTP binding activity (% of control), % at 10 µM;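 active = GTP binding activity at least 20 points away from the 100% control level, either lower or higher; inconclusive = compound flagged as likely green fluorescent, judged across all proteins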
Bim-Bcl-2: human Bim-Bcl-2 interaction inhibition; P10415; Bead-based flow cytometry, Bim peptide-Bcl-2 binding; inhibition, % at 10 µM; 190,000 tested, 0.06% active; AID 950; in the data active = inhibition above about 40%; inconclusive = no clear call, values can overlap the other calls;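 note: 0% = no compound wells with probe peptide and 100% = reference peptide inhibitor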
Rab7 wt modul: dog Rab7 wildtype GTP binding, inhibitors and activators; GST-Rab7 beads, fluorescent GTP binding, flow cytometry; actives lie on both sides; untreated = 100%, excess cold GTP = 0%; GTP binding activity (percent of control), % at 10 µM; 190,000 tested, 0.055% active;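 active = fluorescent GTP binding to Rab7 beads changed by at least 20 points from the 100% baseline, either direction, mostly lower; inconclusive = compound itself probably fluorescent, or too few beads counted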;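 note: median green fluorescence of bound Bodipy-FL-GTP per Rab7 bead population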
Rab2A wt mod: changes GTP binding to wildtype dog Rab2A, up or down; AID 760; P61105; GTP binding activity, % at 10 µM; 190,000 tested, 0.19% active; GST-Rab2 wt beads, Bodipy-GTP binding, flow cytometry;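 active = GTP binding activity at least 20 points away from 100%, either lowered or raised; inconclusive = signal likely due to the compound's own green fluorescence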;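 note: 0% = beads with excess unlabeled GTP and 100% = no-compound control corrected for plate trend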
Cdc42 wt: modulators (inhibitors or activators) of GTP binding to human Cdc42 wildtype; P60953; GST-Cdc42 beads, Bodipy-GTP binding, flow cytometry; actives lie on both sides; percent activity (GTP binding), % at 10 µM; 190,000 tested, 0.2% active; AID 761;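 active = percent activity GTP binding at least 20 points away from the 100% baseline, either down as inhibitor or up as activator; inconclusive = compound flagged as likely green fluorescent from well-wide comparison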;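 note: median bead fluorescence of bound Bodipy-FL-GTP at 100 nM; 0% = excess unlabeled GTP control and 100% = no compound control; below 100% means less GTP binding so inhibitor and above means activator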
Target sequence (P60953 whole entry, looked up): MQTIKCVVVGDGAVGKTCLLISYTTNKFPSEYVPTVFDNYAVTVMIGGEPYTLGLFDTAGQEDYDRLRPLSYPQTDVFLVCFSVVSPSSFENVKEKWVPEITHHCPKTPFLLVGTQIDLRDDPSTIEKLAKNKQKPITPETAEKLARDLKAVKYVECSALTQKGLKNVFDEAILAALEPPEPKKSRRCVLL
Bim-Bfl-1: inhibitors of Bim-Bfl-1 interaction, human. inhibition, % at 10 µM. 190,000 tested, 0.12% active. Bead-based flow cytometry, Bim-Bfl-1 binding inhibition;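 note: 0% = wells without compound plus tracer and 100% = blocker peptide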
Bcl-B Bim block: human Bim-Bcl-B interaction inhibition | 190,000 tested, 0.073% active | Q9HD36 | inhibition, % at 10 µM | bead-based flow cytometry, Bim peptide-Bcl-B binding;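 note: 0% = tracer peptide without compound and 100% = reference inhibitor peptide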
Target sequence (Q9HD36 whole entry, looked up): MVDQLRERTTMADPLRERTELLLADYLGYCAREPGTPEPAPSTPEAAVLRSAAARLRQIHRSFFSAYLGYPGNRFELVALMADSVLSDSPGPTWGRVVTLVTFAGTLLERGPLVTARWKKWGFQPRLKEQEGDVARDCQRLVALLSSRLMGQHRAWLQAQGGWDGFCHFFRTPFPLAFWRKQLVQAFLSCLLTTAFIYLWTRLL
Bim-Bcl-W: human Bim-Bcl-W interaction inhibition. Q92843. bead-based flow cytometry, Bim peptide-Bcl-W binding. inhibition, % at 10 µM. 190,000 tested, 0.02% active. AID 952;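 note: 0% = bound tracer without compound and 100% = peptide blocker; higher means less fluorescent Bim peptide bound to Bcl-W beads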
Rac1 act GTP bind: human Rac1 activated mutant GTP binding change; percent activity (GTP binding), % at 10 µM; AID 764; GST-Rac1 activated beads, fluorescent GTP binding, flow cytometry; actives lie on both sides; 100% means binding = to untreated wells; 190,000 tested, 0.11% active;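 active = GTP binding at least 20 percentage points away from the 100% baseline, in either direction, so actives lie on both sides; inconclusive = Compound likely fluorescent itself, or too few beads counted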
* marks the source's active call; other numbers are inactive results; ? = inconclusive; / = not tested or not shown. Cut-off read from the data, not from the text of the source, unless noted: active = inhibition above about 40%.

SMILES	Bim-Bcl-XL	HRas wt GTP bind	Rac1 wt GTP bind	Bim-Bcl-2	Rab7 wt modul	Rab2A wt mod	Cdc42 wt	Bim-Bfl-1	Bcl-B Bim block	Bim-Bcl-W	Rac1 act GTP bind
CC(O)(CS(=O)(=O)c1ccccc1)C(=O)Nc1ccc(C(F)(F)F)cc1 (stereo unspecified)	-3	98	96	-2	94	97	99	-2	-4	-1	97
CC#CP(=O)(OCC)C(O)(c1ccccc1)C(F)(F)F (stereo unspecified)	-5	99	101	-10	103	102	99	-8	-6	1	100
COc1ccc(CNC(C)Cc2cccs2)cc1 (stereo unspecified)	-1	96	95	-2	96	98	96	-4	-5	-4	94
O=C(O)c1nonc1-c1nonc1C(=O)O	-2	98	103	-4	96	101	100	-6	-7	0	100
CCCS(=O)(=O)N1CCC(C(=O)N2CCC3(CC2)OCCO3)CC1	-8	99	102	-4	101	101	98	-13	-7	-1	98
Cc1nn(Cc2ccc(Cl)cc2Cl)c(Cl)c1C(=O)NC1CCCc2ccccc21 (stereo unspecified)	-3	99	101	-1	97	99	97	-2	-3	-1	97
COc1ccc(CCNCc2ccc(OC)c(OC)c2OC)cc1	-5	102	107	-8	103	102	102	-15	-5	-2	100
O=[N+]([O-])c1ccc(N2CCOCC2)c2ccncc12	0	92	93	4	98	95	93	4	0	4	92
COc1cc2c(cc1OC)-c1c(OC)c(OC)cc3c1[C@H](C2)N(C)CC3	-4	95	100	-2	98	97	99	-1	-5	-2	95
CCCCn1c(O)c(C(C)=Nc2cccc(C(=O)O)c2)c(=O)[nH]c1=O	-3	102	102	-2	101	103	104	0	-2	-1	100
O=C(CCCC1=NS(=O)(=O)c2ccccc2N1)N1CCC2(CC1)OCCO2	-2	101	100	-2	104	100	103	-1	-2	-2	99
Cc1ccc(C(=O)NC(O)C(Cl)(Cl)Cl)cc1 (stereo unspecified)	-9	101	105	-6	102	101	100	-13	-12	-4	102

Given bar-delimited: 3 of the compounds above
SMILES | Bim-Bcl-XL | HRas wt GTP bind | Rac1 wt GTP bind | Bim-Bcl-2 | Rab7 wt modul | Rab2A wt mod | Cdc42 wt | Bim-Bfl-1 | Bcl-B Bim block | Bim-Bcl-W | Rac1 act GTP bind
CC#CP(=O)(OCC)C(O)(c1ccccc1)C(F)(F)F (stereo unspecified) | -5 | 99 | 101 | -10 | 103 | 102 | 99 | -8 | -6 | 1 | 100
COc1ccc(CNC(C)Cc2cccs2)cc1 (stereo unspecified) | -1 | 96 | 95 | -2 | 96 | 98 | 96 | -4 | -5 | -4 | 94
O=C(O)c1nonc1-c1nonc1C(=O)O | -2 | 98 | 103 | -4 | 96 | 101 | 100 | -6 | -7 | 0 | 100

Carrying on.
SMILES	Bim-Bcl-XL	HRas wt GTP bind	Rac1 wt GTP bind	Bim-Bcl-2	Rab7 wt modul	Rab2A wt mod	Cdc42 wt	Bim-Bfl-1	Bcl-B Bim block	Bim-Bcl-W	Rac1 act GTP bind
CCOC(=O)Cc1csc(NC(=O)c2c(O)c3ccccc3n(CCC(C)C)c2=O)n1	-3	95	94	0	100	92	90	-8	-5	-2	88
CCN(CC(=O)Nc1ccc(C#N)c(Cl)c1)CC(=O)NC(C)(C)C	-2	98	97	0	94	96	98	-5	-4	-1	96
Cc1nn(C)c(C)c1P(=S)(c1c(C)nn(C)c1C)N(C)C	-2	106	106	0	105	106	106	-2	-5	0	101
OC(CNCCc1c[nH]c2ccccc12)C(F)(F)F (stereo unspecified)	0	98	101	-3	99	96	98	-2	0	5	99
CSc1ncc(/C=C2/C(=O)NC(=O)N(c3ccc(Cl)cc3)C2=O)cn1	1	98	102	0	95	100	101	3	2	-1	98
CC(C)CCNC(=O)c1cc(C(=O)c2cc(F)ccc2O)cn(CCC(C)C)c1=O	-1	98	96	-1	94	100	98	4	2	-2	99
CN1CC(C(=O)c2ccccc2)C(C(=O)c2ccccc2)C1 (stereo unspecified)	1	101	103	-2	102	100	101	-1	0	1	98
CCOC(=O)C1=C(N)OC2=C(C(=O)CC(C)(C)C2)C12C(=O)Nc1ccccc12 (stereo unspecified)	-11	100	101	-11	100	97	103	-20	-10	-5	101
O=c1[nH]c(=S)[nH]c(O)c1N=Nc1cc2c(cc1[N+](=O)[O-])OCO2	-7	82	83	-3	85	81	79*	-7	-7	-5	79*
CC(C)Sc1nnc([C@@H](N)Cc2c[nH]c3ccccc23)o1	-2	?	?	-4	?	?	?	-7	-8	0	?
O=c1c2ccccc2nc(-c2ccoc2)n1-c1ccccc1Cl	0	102	102	0	104	101	102	0	2	1	97
Cn1cccc1CNCCc1ccccc1F	-1	104	102	0	100	105	105	0	0	0	101
Cc1cc(N2CCOCC2)nc2ccc(NC(=O)CCC(=O)N3CCC4(CC3)OCCO4)cc12	1	101	100	1	98	98	102	-2	0	0	96
Oc1ccc2c3c1O[C@H]1c4[nH]c5ccccc5c4C[C@@]4(O)C(C2)N(CC2CC2)CC[C@]314	-2	/	/	0	/	/	/	6	1	2	/
O=P(CCl)(Nc1ccccc1)C(Cl)(Cl)Cl (stereo unspecified)	0	97	99	-2	102	102	97	-4	0	-1	96
Cc1cc(/C=C2\C(=O)NC(=O)N(C)C2=O)c(C)n1-c1ccc2c(c1)OCO2	0	104	104	2	105	105	101	1	0	1	95
COc1ccc(-c2cc(=Nc3cccc(C(=O)O)c3)c3cc(C)ccc3o2)cc1	0	101	98	-1	105	101	100	-2	-3	0	95
CC(NCC#Cc1ccccc1)C(O)c1ccccc1 (stereo unspecified)	-2	100	100	-2	108	97	97	-4	-2	-1	99
CCCC(=O)c1c(O)[nH]c(=O)[nH]c1=O	-3	106	107	0	102	105	108	-3	-3	-4	101
COc1ccccc1-n1c(O)c(C=NC2CC2)c(=O)[nH]c1=O	-1	97	97	-5	98	96	96	-8	-4	0	95
CCN1C(=O)/C(=C/c2ccc(N(CC)CC)cc2OC)C(=O)NC1=S	0	97	97	0	96	94	91	1	-9	0	91
CCCN1CC(C)C(OC(C)=O)(c2ccccc2)CC1C (stereo unspecified)	/	100	101	?	95	97	99	/	/	/	99
CC(=O)[C@H]1CC[C@H]2[C@@H]3CC[C@H]4C[C@H](O)CC[C@]4(C)[C@H]3C(=O)C[C@]12C	-1	102	100	0	98	100	102	0	-5	1	100
Cn1c(O)c(C=NCCc2c[nH]c3ccccc23)c(=O)n(C)c1=O	-1	102	103	0	102	103	105	-1	0	0	99

Molecules listed so far with a COOH group:
SMILES	Bim-Bcl-XL	HRas wt GTP bind	Rac1 wt GTP bind	Bim-Bcl-2	Rab7 wt modul	Rab2A wt mod	Cdc42 wt	Bim-Bfl-1	Bcl-B Bim block	Bim-Bcl-W	Rac1 act GTP bind
O=C(O)c1nonc1-c1nonc1C(=O)O	-2	98	103	-4	96	101	100	-6	-7	0	100
CCCCn1c(O)c(C(C)=Nc2cccc(C(=O)O)c2)c(=O)[nH]c1=O	-3	102	102	-2	101	103	104	0	-2	-1	100
COc1ccc(-c2cc(=Nc3cccc(C(=O)O)c3)c3cc(C)ccc3o2)cc1	0	101	98	-1	105	101	100	-2	-3	0	95

Additional structures follow:
SMILES	Bim-Bcl-XL	HRas wt GTP bind	Rac1 wt GTP bind	Bim-Bcl-2	Rab7 wt modul	Rab2A wt mod	Cdc42 wt	Bim-Bfl-1	Bcl-B Bim block	Bim-Bcl-W	Rac1 act GTP bind
Cc1[nH]n(-c2ccccc2)c(=O)c1C(c1ccc([N+](=O)[O-])cc1)c1c(C)[nH]n(-c2ccccc2)c1=O	-10	96	100	-2	96	95	96	-5	-5	-1	97
Clc1cnc(Oc2ccc(Oc3ncc(Cl)cc3Cl)cc2)c(Cl)c1	-9	101	106	-12	96	94	97	-17	-10	-1	99
O=C(COc1ccc2ccccc2c1)N1CCN(C2CCN(Cc3ccccc3)CC2)CC1	4	101	101	-3	96	103	105	-1	-2	-2	99
O=c1c2ccccc2nc(-c2cccs2)n1-c1cnccn1	-11	101	97	-3	99	98	99	-5	-2	5	96
CC1CC(OC(=O)c2ccccc2)CC(C)N1C (stereo unspecified)	-4	101	105	-1	100	98	101	-1	-1	0	100
Cc1ccc(CN2CC3CC(C2)c2cccc(=O)n2C3)cc1 (stereo unspecified)	-13	102	103	-6	102	101	102	-10	-7	1	101
Cc1oc(-c2ccccc2Cl)nc1CN1C(=O)CN=C(c2ccccc2)c2ccccc21	-2	98	102	1	96	98	101	0	-1	0	98
Cc1sc2ncn(CC(=O)NCCCC(=O)N3CCC4(CC3)OCCO4)c(=O)c2c1C	-1	100	102	-5	100	100	100	-1	0	-1	99
CCc1ccccc1N1C(=O)/C(=C/c2ccc(N3CCN(C)CC3)o2)C(=O)NC1=S	-3	94	102	-2	97	101	101	1	-6	-2	102
O=C(N=Nc1c(O)[nH]c(=O)[nH]c1=O)C1COc2cc3ccccc3cc2O1 (stereo unspecified)	-1	99	102	2	101	101	97	0	0	0	98
N=c1c[n+](C2CCCCC2)[n-]o1	-1	98	107	0	99	101	101	-3	-2	1	99
O=C1NC(=O)N(CCNc2ncc(C(F)(F)F)cc2Cl)C(=O)C1/C=N/OCc1c(F)cccc1Cl (stereo unspecified)	-4	92	95	-6	92	94	92	-3	-3	-2	97
COc1cc(N)c(Cl)cc1C(=O)NC1CN2CCC1CC2 (stereo unspecified)	0	/	/	-2	/	/	/	-2	-2	0	/
Fc1ccc(CN2CCN(c3ccc(Cl)cc3)CC2)cc1	0	103	106	3	98	99	104	-4	-2	-1	100
O=C1NC(=O)C(CCc2ccncc2)(Cc2ccc3c(c2)OCO3)C(=O)N1CCc1ccccc1 (stereo unspecified)	-11	98	102	-13	101	100	97	-18	-6	-2	99
Cc1ccc(N=C(N(C)C)P(=O)(N(C)C)N(C)C)cc1	1	100	99	-3	101	98	98	-5	-4	0	96
CC(C)N1CCN(c2ccc(O)cc2)CC1	-6	100	103	1	97	102	102	-7	0	-5	104
COc1ccc(OCC(=O)Nc2ccc(Cl)cc2C(=O)c2ccccc2)cc1	1	101	103	0	98	100	103	0	0	-2	98
CN(C)S(=O)(=O)c1cc(NC(=O)COC(=O)Cc2ccccc2)ccc1Cl	-8	97	100	-3	98	94	96	-2	-8	-6	97

An excerpt; count on the stated rates, not on these rows.
